Bioassay records deposited in PubChem BioAssay by Sanford-Burnham Center for Chemical Genomics.
DUSP3 inh = VHR1 (DUSP3) phosphatase inhibition; 50,000 tested, 0.7% active; recombinant VHR phosphatase, colorimetric substrate read-out; inhibition, % at 20 µM; in the data active = inhibition above about 60%; also: some results filed as inactive read as strong as hits
Target sequence (P51452 whole entry, looked up): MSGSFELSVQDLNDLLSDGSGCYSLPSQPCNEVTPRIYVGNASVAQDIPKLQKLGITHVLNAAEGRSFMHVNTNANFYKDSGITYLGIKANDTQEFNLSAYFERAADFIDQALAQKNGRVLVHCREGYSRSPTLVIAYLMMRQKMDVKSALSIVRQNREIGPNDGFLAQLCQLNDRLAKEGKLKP
Active calls of the source: *. Not all compounds are listed; the hit share may differ from the screen's.

SMILES | DUSP3 inh
Cn1c(/C=C/c2cn(Cc3ccccc3)c3ccccc23)nc2ccccc2c1=O | -3
COc1cccc(N2C(=O)CC(N3CCN(C(c4ccccc4)c4ccccc4)CC3)C2=O)c1 (stereo not drawn) | -14
Cc1c(-c2ccc(C=O)o2)ccc([N+](=O)[O-])c1C | 18
COc1cc(/C=C2\SC(=S)N(c3cccc(C(F)(F)F)c3)C2=O)cc(OC)c1OC | -17
Cc1c(/C=C/c2nc3ccccc3c(=O)n2C)c2ccccc2n1C | -1
CC1=C(C(=O)c2ccccc2)C(c2ccc(F)cc2)NC(=O)N1 (stereo not drawn) | -33
CCOC(=O)C1=CN(c2ccc(OCC)cc2)C=C(C(=O)OCC)C1c1cccc(F)c1 | -6
COC(=O)c1c(NC(=O)c2c(OC)cccc2OC)sc2c1C(C(=O)OC)CC2 (stereo not drawn) | 15
COc1ccc(Br)cc1/C=C/C(=O)Nc1ccc(Cl)cn1 | -30
Cc1cccc(OCC(=O)O/N=C(\N)c2cccnc2)c1 | -12
Cc1ccc(Nc2cc(N3CCOCC3)c3noc4c3c2C(=O)c2ccccc2-4)cc1 | -1
C(=N\n1cnnc1)/c1cn[nH]c1-c1ccccc1 | -25
COc1ccccc1N1C(=O)C(=Cc2cccn2C)C(=O)NC1=S | 77*
CCOC(=O)c1ccc(N2C(=O)C3C(C2=O)C2(C)c4ccccc4C3(C)c3ccccc32)cc1 (stereo not drawn) | -5

Looked up by structure from above (6):
SMILES | DUSP3 inh
Cn1c(/C=C/c2cn(Cc3ccccc3)c3ccccc23)nc2ccccc2c1=O | -3
Cc1c(/C=C/c2nc3ccccc3c(=O)n2C)c2ccccc2n1C | -1
Cc1c(-c2ccc(C=O)o2)ccc([N+](=O)[O-])c1C | 18
CCOC(=O)c1ccc(N2C(=O)C3C(C2=O)C2(C)c4ccccc4C3(C)c3ccccc32)cc1 (stereo not drawn) | -5
COc1ccc(Br)cc1/C=C/C(=O)Nc1ccc(Cl)cn1 | -30
CCOC(=O)C1=CN(c2ccc(OCC)cc2)C=C(C(=O)OCC)C1c1cccc(F)c1 | -6
